High-throughput results from PubChem BioAssay.
TRPC4 inh – blocks the mouse TRPC4 cation channel. Q9QUQ5. HEK293 TRPC4beta/mu-opioid, DAMGO-evoked Fluo4 calcium flux; stronger effect = lower value. B-score at 10 µM. hit rate 0.39% among 300,000;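 active means B-score over 3 SD under the library average, no early fluorescence shift, positive overall ratio signal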
Target sequence (Q9QUQ5 whole entry, looked up): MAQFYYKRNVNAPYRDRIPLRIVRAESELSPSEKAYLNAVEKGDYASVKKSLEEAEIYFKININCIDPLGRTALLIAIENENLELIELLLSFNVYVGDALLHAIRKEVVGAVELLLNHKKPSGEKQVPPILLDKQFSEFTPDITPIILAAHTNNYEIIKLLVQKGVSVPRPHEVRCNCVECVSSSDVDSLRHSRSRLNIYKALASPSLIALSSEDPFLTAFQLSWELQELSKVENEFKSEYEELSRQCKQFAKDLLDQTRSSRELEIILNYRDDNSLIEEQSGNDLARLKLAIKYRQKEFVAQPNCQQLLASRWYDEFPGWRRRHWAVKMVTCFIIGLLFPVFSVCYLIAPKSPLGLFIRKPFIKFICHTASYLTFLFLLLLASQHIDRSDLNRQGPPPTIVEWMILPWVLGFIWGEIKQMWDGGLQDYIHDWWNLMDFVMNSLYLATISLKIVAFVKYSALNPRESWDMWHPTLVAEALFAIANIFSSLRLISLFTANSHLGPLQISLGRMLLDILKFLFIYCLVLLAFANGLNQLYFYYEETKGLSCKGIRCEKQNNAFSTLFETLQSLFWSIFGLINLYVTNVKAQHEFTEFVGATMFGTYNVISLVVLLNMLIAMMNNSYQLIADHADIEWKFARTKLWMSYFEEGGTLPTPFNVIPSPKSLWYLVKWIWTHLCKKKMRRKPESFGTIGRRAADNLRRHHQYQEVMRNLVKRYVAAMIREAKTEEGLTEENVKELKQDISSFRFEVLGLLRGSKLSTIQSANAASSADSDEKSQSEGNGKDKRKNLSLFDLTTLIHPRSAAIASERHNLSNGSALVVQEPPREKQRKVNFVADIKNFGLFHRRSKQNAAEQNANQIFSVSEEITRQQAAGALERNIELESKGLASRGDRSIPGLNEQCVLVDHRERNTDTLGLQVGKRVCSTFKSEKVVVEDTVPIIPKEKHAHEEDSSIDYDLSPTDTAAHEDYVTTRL
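Assay system: HEK293 cells with stable TRPC4beta plus mu-opioid receptor expression. Dosing: single dose. Measured by: Fluo4 Ca2+ flux fluorescence. Also added: DAMGO in two steps, submaximal then maximal. Read-out: B score from integrated Fluo4 fluorescence ratio.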
PolyA inhibitor – inhibitors of polyadenylation in S. cerevisiae | S. cerevisiae SKY197-pL101 polyadenylation reporter, beta-gal luminescence; efflux-impaired pdr1/pdr3 knockout yeast; score 100 = 6 SD above DMSO | calls only at 12 µM | hit rate 0.02% among 300,000 | AID 1875;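 active means lowest replicate activity score at least 50, where 100 means six control SD above control mean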;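 further: yeast exposed to compound for 9 h at 30 °C; higher score means more reporter readthrough which indicates perturbed polyadenylation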
TRPC4 PAM – allosteric potentiators of mouse TRPC4 channel. HEK293 TRPC4beta/mu-opioid, DAMGO EC20, Fluo-4 Ca2+ flux; stronger effect = higher value. B-score at 10 µM. hit rate 0.42% among 310,000. AID 2227;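 active means B-score of calcium response area above 5 SD of library B-scores, with initial fluorescence ratio within 5 SD of library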;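 further: B-score of integrated fluorescence ratio over time as area under calcium response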
HIF activator – HIF pathway transcriptional activation | U2OS HRE-luciferase reporter, luminescence; normalized: DMSO 0%, desferrioxamine 100% | activation, % at 7.5 µM (by protocol) | hit rate 0.32% among 300,000 | AID 1910;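 active means mean activation of at least 10% of the iron chelator positive control signal, with at least half of replicates also reaching 10%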
TRPC4 agonist – opens the mouse TRPC4 cation channel. B-score at 10 µM. Q9QUQ5. HEK293 TRPC4beta/mu-opioid, Fluo4 calcium fluorescence; stronger effect = higher value. AID 2237. hit rate 0.49% among 310,000;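 active means B-score above 5 SD of library B-scores, and initial fluorescence ratio not above library mean plus 5 SD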;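 further: positive B-score marks a calcium rise read as TRPC4 activation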
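Incubation: 45 min room-temperature Fluo4 loading, 110 s read / System: HEK293 cells stably co-expressing mouse TRPC4beta and mu-opioid receptor / Signal: Fluo4 fluorescence, kinetic / Control set: buffer (low) and maximal DAMGO (high) / Measure: integrated baseline-normalised fluorescence ratio, converted to per-well B score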
TRPC6 inh – blocks the mouse TRPC6 cation channel | Q61143 | B-score at 10 µM | hit rate 1.1% among 310,000 | HEK293-TRPC6, membrane potential dye, ACh-evoked depolarization; stronger effect = lower value;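 active means B-score under library mean minus 3 SD, initial fluorescence not abnormally high, positive integrated signal ratio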;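 further: B-score derived from integrated fluorescence ratio over the kinetic read; more negative B-score means stronger inhibition of depolarization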
TRPC6 act – mouse TRPC6 channel activation. hit rate 0.13% among 310,000. Q61143. B-score at 10 µM. HEK293-TRPC6 membrane potential dye fluorescence; stronger effect = higher value;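 active means B-score of the integrated fluorescence ratio above library mean plus 3 SD, and starting fluorescence ratio within library mean plus 5 SD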;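 further: higher score means more depolarization so channel activation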
MrgX1 antag – antagonists of human MrgX1 receptor; Q96LB2; MRGX1-HEK293 calcium flux, Fluo-4, BAM8-22 antagonism; stronger effect = lower value; B-score at 10 µM; hit rate 1.3% among 310,000;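 active means calcium-response B-score plate-corrected more than 3 library SD below zero, starting fluorescence within 5 deviations, no agonist response on first addition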;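 further: peak minus trough fluorescence over baseline after final BAM8-22 challenge near maximal dose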
MrgX1 ag – human MrgX1 receptor agonism, primary screen; MrgX1-HEK293 cells, Fluo-4 calcium fluorescence, agonist mode; stronger effect = higher value; hit rate 0.44% among 310,000; B-score at 10 µM; AID 588627; Q96LB2;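 active means calcium response B-score plate-corrected fluorescence ratio at least 3 library SD, with starting fluorescence B-score inside 5 SD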
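Material: MrgX1-expressing HEK293 cells / Dosing: compound as first of three additions / Incubation: overnight seeding, then 1 h dark dye loading / Signal: Fluo-4 NW calcium fluorescence / Evaluation: B-scored fluorescence response ratio / Benchmarks: positive and negative control wells on each plate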
MrgX1 allo act – allosterically activates human MrgX1 receptor signaling. AID 588675. MrgX1-HEK293, Fluo-4 calcium flux, FDSS; stronger effect = higher value. B-score at 10 µM. hit rate 0.63% among 310,000;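 active means plate-corrected calcium response at least 3 library SD above typical, normal starting fluorescence, not activating the receptor alone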;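 further: compound read alongside a low EC10 to EC30 dose of BAM8-22 agonist; peak minus trough fluorescence over baseline measured at the second addition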
AI-2 QS modul – modulators of Vibrio harveyi AI-2 quorum sensing system; hit rate 0.4% among 300,000; activity change, % at 7.5 µM; AID 2094; Vibrio harveyi JMH597 AI-2 luminescence/OD600 ratio, 9 h; stronger effect = lower value; strain lacks LuxN and CqsS sensors; 0 = neutral-control median; in the data active means activity change below about -75%, passing the limit was not always enough;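 further: luminescence divided by OD600 gain over 9 h not by final OD600 alone; inactives centre near 13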
* marks the source's active call; other numbers are inactive results; i = inactive; · = not tested or not shown.

SMILES	TRPC4 inh	PolyA inhibitor	TRPC4 PAM	HIF activator	TRPC4 agonist	TRPC6 inh	TRPC6 act	MrgX1 antag	MrgX1 ag	MrgX1 allo act	AI-2 QS modul
COc1ccc(-n2c(C)cc(C(=O)COc3ccc(-n4cnnn4)cc3)c2C)cc1	·	i	·	0.2	·	·	·	i	i	i	22
COC(=O)c1ccc(NC(=O)NC2CCCCC2)cc1	i	i	i	3.3	i	i	i	i	i	i	21
CCOCCCNC(=O)c1cn(C)c2ccc(S(=O)(=O)N3CCCC3)cc2c1=O	i	i	i	0.3	i	i	i	i	i	i	22
O=C(CSc1nc(C(F)(F)F)cc(=O)[nH]1)Nc1cccc2ccccc12	i	i	i	-0.1	i	i	i	i	i	i	30
O=C(COC(=O)CCNS(=O)(=O)c1ccc2c(c1)OCCO2)NC1CCCc2ccccc21 (stereo not given)	i	i	i	0.0	i	i	i	i	i	i	27
CCOc1ccc(CCNC(=O)C2CCN(c3ccc(N4CCOCC4)nn3)CC2)cc1OCC	i	i	i	-0.1	i	i	i	i	i	i	28
CCOc1cccc(CNn2cnnc2)c1OCc1ccccc1	i	i	i	0.1	i	i	i	i	i	i	14
O=C1Nc2ccc(Br)cc2C1=C1CCCCC1	i	·	i	2.5	i	i	i	i	i	i	24
Cc1cccc(N2CCN(C(=O)c3ccc(CS(=O)Cc4cccc(Cl)c4)o3)CC2)c1C (stereo not given)	i	i	i	-0.2	i	i	i	i	i	i	26
O=C(Nc1ccc(Cl)c(Cl)c1)Nn1cnnc1	i	i	i	-16	i	i	i	i	i	i	13
COc1ccc(C2=C(CC(=O)O)C(=O)CC2)cc1	i	i	i	0.9	i	i	i	i	i	i	27
CCOc1ncccc1C(=O)N(C)CC(=O)Nc1ccc(F)cc1	i	i	i	0.3	i	i	i	i	i	i	-2
Cc1cccc(NNC(N)=S)c1	i	i	i	0.4	i	i	i	i	i	i	-3
COc1ccc(NC(=O)CN(C)C(=O)CCSc2ccc(C)cc2)cc1	i	i	i	1.0	i	i	i	i	i	i	21
CCOC(=O)Cn1c(=O)oc2cc(S(=O)(=O)N3CCN(C(=O)c4ccco4)CC3)ccc21	i	i	i	-0.6	i	i	i	i	i	i	11
Cc1ccc(S(=O)(=O)Nc2c(C)nc3nc(C)[nH]n3c2=O)c(C)c1	i	i	i	0.2	i	i	i	i	i	i	·
Cn1cc([N+](=O)[O-])c(C(=O)NCc2ccccc2)n1	i	i	i	-2.0	i	i	i	i	i	i	15
CS(=O)(=O)c1ccc(Cl)c(NC(=O)CCCc2nc3ccccc3c(=O)[nH]2)c1	i	i	i	-1.2	i	i	i	i	i	i	11
CCOc1ccc(CNC(=O)C2CCCN(S(=O)(=O)N3CC(C)CC(C)C3)C2)cc1OC (stereo not given)	i	i	i	0.0	i	i	i	i	i	i	1
C/C(CC(=O)Nc1cc(C)ccn1)=N\NC(=O)c1ccccc1C	i	i	i	0.4	i	i	i	i	i	i	7
O=C(COC(=O)CNC(=O)c1cccs1)Nc1ccccc1C(F)(F)F	i	i	i	0.6	i	i	i	i	i	i	4
CCC(C)N1C(=S)SC(C)(C)C1N(O)C(=O)NC1CCCCC1 (stereo not given)	i	i	i	-0.6	i	i	i	i	i	i	8
Cc1ccc(C(=O)NCC(=O)OCC(=O)N(CC(C)C)c2c(N)n(Cc3ccccc3)c(=O)[nH]c2=O)cc1C	i	i	i	0.1	i	i	i	i	i	i	18
Cc1nc(N)ncc1C(=O)Nc1ccccc1	i	i	i	0.3	i	i	i	i	i	i	-15
OC[C@H]1O[C@@H](Oc2cc(O)cc(/C=C/c3ccc(O)cc3)c2)[C@H](O)[C@@H](O)[C@@H]1O	i	i	i	0.1	i	i	i	i	i	i	21
CC1=CC=CC2=NC(=O)CC(C)(C(=O)O)N12 (stereo not given)	i	i	i	-0.6	i	i	i	i	i	i	33
N#C/C(=C\c1cccs1)C(=O)Nc1nccs1	i	i	i	3.0	i	i	i	i	44*	i	16
C=CCNC(=O)/C(C#N)=C/c1cn(-c2ccccc2)nc1-c1cccs1	i	i	i	-1.6	i	i	i	i	i	i	19
CCOC(=O)C1=NNC(C(=O)c2ccccc2)C1c1ccc(Cl)cc1 (stereo not given)	i	i	i	-0.3	i	i	i	i	i	i	25
CCCC(=O)N=C1SC2CS(=O)(=O)CC2N1c1ccc(CC)cc1 (stereo not given)	i	i	i	0.1	i	i	i	i	i	i	30
COc1ccc(C(=O)C(Sc2nnc(C)c(=O)[nH]2)c2ccc(OC)cc2)cc1 (stereo not given)	i	i	i	-0.6	i	i	i	i	i	i	17
Cc1ccc(NC(=O)C2C(=O)N(CCO)C3(C)CC2c2ccccc2O3)cc1 (stereo not given)	i	i	i	1.5	i	i	i	i	i	i	15
O=C(CSc1n[nH]c(-c2ccncc2)n1)Nc1ccccc1C(F)(F)F	i	i	i	-0.2	i	i	i	i	i	i	17
CCC(C)(C)NC(=O)CN(Cc1ccc2c(c1)OCO2)C(=O)CCC(=O)Nc1ccccn1	i	i	i	-0.9	i	i	i	i	i	i	31
Cc1ccc(S(=O)(=O)N2CCC(C(N)=O)CC2)cc1C(=O)NC1CCCCC1	i	i	i	-0.1	i	i	i	i	i	i	7
Cc1cc(=O)[nH]c(-c2ccc(C(F)(F)F)cc2)n1	i	i	i	-0.4	i	i	i	i	i	i	27
Cc1cccc(NC(=O)NNC(=O)c2cc3occc3[nH]2)c1C	i	i	i	-0.6	i	i	i	i	i	i	14
O=C(CN1C(=O)NC2(CCCCC2)C1=O)NCC(=O)Nc1ccc(F)c(F)c1	i	i	i	0.0	i	i	i	i	i	i	-4
COc1ccc(C(=O)CSc2nnc(NC(=O)C3CC(=O)N(c4ccccc4C)C3)s2)cc1 (stereo not given)	i	i	i	-1.0	i	i	i	i	i	i	0
COc1cccc(CNC(=O)CCC2CCCN(C(=O)c3ccccc3N(C)C)C2)c1 (stereo not given)	i	i	i	0.1	i	i	i	i	i	i	18

Retrieved by compound from above (two):
SMILES	TRPC4 inh	PolyA inhibitor	TRPC4 PAM	HIF activator	TRPC4 agonist	TRPC6 inh	TRPC6 act	MrgX1 antag	MrgX1 ag	MrgX1 allo act	AI-2 QS modul
Cc1cc(=O)[nH]c(-c2ccc(C(F)(F)F)cc2)n1	i	i	i	-0.4	i	i	i	i	i	i	27
COc1ccc(C(=O)C(Sc2nnc(C)c(=O)[nH]2)c2ccc(OC)cc2)cc1 (stereo not given)	i	i	i	-0.6	i	i	i	i	i	i	17

Later entries:
SMILES	TRPC4 inh	PolyA inhibitor	TRPC4 PAM	HIF activator	TRPC4 agonist	TRPC6 inh	TRPC6 act	MrgX1 antag	MrgX1 ag	MrgX1 allo act	AI-2 QS modul
O=C(NCCCN1CCN(c2cccc(Cl)c2)CC1)C1(S(=O)(=O)c2ccc(Cl)cc2)CC1	i	i	i	-0.5	i	i	i	i	i	i	22
O=C(CN(C(=O)Cn1nnc(-c2ccc(F)cc2)n1)c1ccc(F)cc1)NC1CCCC1	i	i	i	-11	i	i	i	i	i	i	1
O=C(Cc1ccccc1)NCCc1cn2ccsc2n1	i	i	i	-0.1	i	i	i	i	i	i	13
CCCn1c(SCC(=O)Nc2ccc(OCC)cc2)nnc1C(C)C	i	·	i	0.5	i	i	i	i	i	i	-2
CCCN1C(=O)/C(=C\c2ccncc2)SC1=Nc1ccccc1	i	i	i	-3.1	i	i	i	i	i	i	4
O=C(COc1ccccc1)N1CCN=C1SCc1cccnc1	i	i	i	0.6	i	i	i	i	i	i	18
c1ccc(COn2c(-c3ccccc3)nc3c2CCc2nonc2-3)cc1	i	i	i	0.4	i	i	i	i	i	i	23
Cc1ccc2nc(-c3ccc(O)cc3)oc2c1	i	i	i	1.3	i	i	i	i	i	i	·
O=C(O)c1cccc(S(=O)(=O)NCc2cccs2)c1	i	i	i	-1.4	i	i	i	i	i	i	17
N#Cc1nc(-c2cccc3ccccc23)oc1NCCN1CCOCC1	i	·	i	0.0	i	i	i	i	i	i	6
O=C(NC1CC1)c1ccc(-c2nc3ccccc3s2)s1	i	i	i	-4.2	i	i	i	i	i	i	-1
CCOc1ccc(C(=O)Nc2ccccc2CC)cc1[N+](=O)[O-]	i	i	i	-0.3	i	i	i	i	i	i	15
Cc1cc(C)c(-n2[nH]nnc2=S)c(C)c1	i	i	i	-0.1	i	i	i	i	i	i	34
CC12CCC(C(=O)NCc3ccco3)(OC1=O)C2(C)C (stereo not given)	i	i	i	0.5	i	i	i	i	i	i	36
COc1ccc(C(=O)NNC(=O)c2ccc(C(C)(C)C)cc2)cc1	i	i	i	0.4	i	i	i	i	i	i	-3
CCN(CC(=O)Nc1c(F)cccc1F)C(=O)c1ccccc1F	i	i	i	-0.9	i	i	i	i	i	i	9
CCOC(=O)C1(P(=O)(c2ccc(Cl)cc2)c2ccc(Cl)cc2)CCC1	i	i	i	-0.2	i	i	i	i	i	i	3
O=C(CCCCC(=O)NC1CCCC1)NC1CCCC1	i	i	i	-0.9	i	i	i	i	40*	i	4
S=c1[nH]nc(COc2ccccc2)n1/N=C/c1ccc(Br)s1	i	i	i	0.0	i	i	i	i	i	i	31
Cc1ccc(OCc2nc(-c3ccc(-n4cccc4)cc3)no2)cc1C	i	i	i	0.1	i	i	i	i	i	i	39
CNC(=O)c1cc2c(s1)-c1ccccc1CC2	i	i	i	4.2	i	i	i	i	i	i	24
CC(C(=O)Nc1ccccc1C(F)(F)F)N1CCN(C)CC1 (stereo not given)	i	i	i	0.5	i	i	i	i	i	i	7
O=C(COC(=O)c1ccco1)NC(c1ccccc1)c1ccccc1	i	i	i	-0.9	i	i	i	i	i	i	4
O=C(CC(=O)Nc1ccc(Br)cc1)Nc1ccc(Br)cc1	i	i	i	1.4	i	i	i	i	i	i	8
CC(=O)N1CCc2cc(S(=O)(=O)CCC(=O)N3CCN(c4ccccn4)CC3)ccc21	i	i	i	-0.4	i	i	i	i	i	i	31

This is a subset (hit frequency here may not be typical).
